3CLpro inhibitor = SARS-CoV 3CLpro protease inhibitors, primary screen, biochemical, quenched FRET; inhibition, % at 6 µM; recombinant SARS-CoV 3CLpro, quenched FRET peptide cleavage; hit rate 0.14% among 290,000; AID 1706, 2009; in the data active = inhibition above about 12%
DUSP3 inh = VHR1 phosphatase inhibitors, primary screen, biochemical, absorbance, uHTS; inhibition, % at 13.3 µM; recombinant VHR phosphatase, pNPP absorbance; hit rate 0.52% among 290,000; Dual specificity protein phosphatase 3 (Homo sapiens), P51452; in the data active = inhibition above about 50%; note: some compounds called inactive have numbers as strong as hits
Target sequence (P51452 whole entry, looked up): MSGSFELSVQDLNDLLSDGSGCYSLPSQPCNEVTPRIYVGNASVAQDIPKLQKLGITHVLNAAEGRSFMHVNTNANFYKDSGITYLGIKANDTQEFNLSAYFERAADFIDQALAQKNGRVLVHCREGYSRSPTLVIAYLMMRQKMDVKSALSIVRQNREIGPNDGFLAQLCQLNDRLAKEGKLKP
CCHFV vOTU inh = CCHFV vOTU protease inhibitors, primary screen, biochemical, Pep-AMC substrate, fluorescence. Crimean-Congo hemorrhagic fever virus L polyprotein viral ovarian tumor (vOTU) protease …. inhibition, % at 11.5 µM. hit rate 0.55% among 370,000. AID 651958, 2012; in the data active = inhibition above about 30%; note: 0% = vehicle wells with enzyme and 100% = no enzyme wells
BoNT-A LC inh2 = BoNT/A light chain protease inhibitors, primary screen, biochemical, flow cytometry, MLPCN library | multiplex microsphere protease substrate cleavage | Botulinum neurotoxin type A light chain protease (Clostridium botulinum A str. ATCC 3502) | hit rate 0.17% among 360,000 | inhibition, % at 10 µM; note: plate controls were buffer without enzyme for full effect and enzyme alone for no effect
BoNT-F LC inh = BoNT/F light chain protease inhibitors, primary screen, biochemical, flow cytometry, MLPCN library; hit rate 0.22% among 360,000; inhibition, % at 10 µM; Botulinum neurotoxin type F light chain protease (Clostridium botulinum); Multiplex microsphere protease cleavage assay; in the data active = inhibition above about 35%, passing the limit was not always enough; inconclusive = no clear call, values can overlap the other calls; note: plate controls were buffer without enzyme for full effect and enzyme alone for no effect
Anthrax LF prot = Bacillus anthracis LF protease inhibitors, primary screen, biochemical, multiplex microsphere, MLPCN library | inhibition, % at 10 µM | multiplex microsphere protease cleavage assay | Lethal factor (Bacillus anthracis), P15917 | hit rate 0.12% among 360,000; note: plate controls were buffer without enzyme for full effect and enzyme alone for no effect
PrPC surface inh = inhibitors of human cell surface prion protein PrPC, primary screen, cell-based, TR-FRET; TR-FRET read-out; inhibition, % at 13.8 µM; hit rate 0.43% among 370,000; in the data active = inhibition above about 24%; note: 0% = median of the test wells and 100% = reference compound wells
PriA SSB inh = inhibitors of Klebsiella pneumoniae PriA binding to SSB C-terminal tail, primary screen, biochemical, AlphaScreen; inhibition, % at 33 µM; hit rate 0.6% among 430,000; AlphaScreen SSBct-PriA binding, biotinylated peptide; in the data active = inhibition mostly above about 37%, no sharp cut-off; inactive = mostly below about 20%;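 note: plate controls were negative control peptide for no effect and reference peptide for full effect; strong numbers were not always called active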
MazF activator = activators of E. coli MazEF toxin-antitoxin RNase, primary screen, biochemical, fluorescence, uHTS | Endoribonuclease toxin MazF (Escherichia coli (strain K12)), P0AE70 | FAM/BHQ RNA-DNA oligo cleavage fluorescence, 5 h | activation, % at 20 µM | hit rate 0.32% among 350,000 | AID 504720, 2011; in the data active = activation above about 50%
Target sequence (P0AE70 whole entry, looked up): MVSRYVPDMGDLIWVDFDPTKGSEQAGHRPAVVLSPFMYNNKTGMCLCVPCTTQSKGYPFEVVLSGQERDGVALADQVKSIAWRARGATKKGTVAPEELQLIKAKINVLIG
Rv3671c protease = Rv3671c serine protease inhibitors, primary screen, biochemical, fluorescence polarization, M. tuberculosis H37Rv; P9WHR9; hit rate 0.048% among 320,000; AID 2606, 2010; inhibition, % at 5.96 µM; in the data active = inhibition above about 38%;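 note: extracellular domain of Rv3671c used as enzyme; 0% = enzyme with DMSO and 100% = no enzyme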
Target sequence (P9WHR9 whole entry, looked up, the tested form may be a part): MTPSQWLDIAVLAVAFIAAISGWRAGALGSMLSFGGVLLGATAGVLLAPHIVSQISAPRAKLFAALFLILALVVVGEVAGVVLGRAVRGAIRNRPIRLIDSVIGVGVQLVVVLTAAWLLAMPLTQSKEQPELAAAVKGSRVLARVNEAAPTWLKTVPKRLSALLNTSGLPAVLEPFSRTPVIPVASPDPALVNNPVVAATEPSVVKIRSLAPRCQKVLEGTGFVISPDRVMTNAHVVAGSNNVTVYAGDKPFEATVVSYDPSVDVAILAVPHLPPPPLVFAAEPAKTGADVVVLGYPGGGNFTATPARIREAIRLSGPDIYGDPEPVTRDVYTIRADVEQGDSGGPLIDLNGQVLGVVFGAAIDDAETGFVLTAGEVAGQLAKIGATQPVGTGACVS
Active calls of the source: *; i = inactive; ? = inconclusive; / = no result given; & = joins results of further samples. Cut-off read from the data, not from the text of the source, unless noted: active = inhibition above about 30%; inconclusive = no clear call, values can overlap the other calls; inactive = below that.

smiles,3CLpro inhibitor,DUSP3 inh,CCHFV vOTU inh,BoNT-A LC inh2,BoNT-F LC inh,Anthrax LF prot,PrPC surface inh,PriA SSB inh,MazF activator,Rv3671c protease
COc1ccc(C(C)(O)c2nc(-c3cncnc3)cs2)cc1 (centres undefined),/,/,1,0.1,0,-3,0,/,/,/
CCN(CCC(=O)O)c1ccccc1,4,0,-5,0.1,-3,0,0,4,-5,0
C=C(C)c1nc(Oc2ccccc2)nc(Oc2ccccc2)n1,/,/,-12,0.1,-4,2,3,-10,3,/
COc1ccc(N2C(=O)CC(N(Cc3ccco3)C(=O)CCC(=O)O)C2=O)cc1 (centres undefined),-2,7,4,0.4,1,1,1,-14,-4,-1
COc1cccc(OC)c1C(=O)Nc1ccc([N+](=O)[O-])cn1,0,2,11,-0.6,-5,-1,-24,-9,6,0
O=[N+]([O-])c1ccc(OCCO)c(P(=O)(c2ccccc2)c2ccccc2)c1,-1,8,-20,3.9,?,15,-6,6,8,6
COC(=O)CSc1nc(N)c(C#N)c(-c2ccco2)c1C#N,-4,10,6,1.1,7,0,0,4&-2,9,-13
N#Cc1ccccc1Sc1ccccc1C(=O)Nc1ccc(Br)cc1,6,18,-2,-2.9,-3,?,-1,-6,1,-66
Cc1ccccc1CSc1ncc(C#N)c(N)n1,1,6,6,0.7,-2,-2,-1,-1,-28,-7
O=C(N/C(=C\c1cn(-c2ccccc2)nc1-c1ccc(Cl)cc1)C(=O)N1CCOCC1)c1ccccc1,0,-18,0,/,/,/,5,/,/,-9
COc1ccc(OC)c(NC(=O)C2CCN(S(=O)(=O)c3ccc4c(c3)OCCO4)CC2)c1,/,/,15,-0.9,-12,1,5,-13,6,6
O=C(c1ccco1)N1CCN(Cc2cc(=O)c(OCc3ccc([N+](=O)[O-])cc3)co2)CC1,/,/,22,-1.6,-6,-1,-38,6,5,-3
O=C(CCNS(=O)(=O)c1cccc2nsnc12)NCc1ccccc1,-3,46,18,-4.4,19,6,-41,-2,6,-4
CC(COc1cccc2ccccc12)CN1CCN(C)CC1 (centres undefined),-6,4,-13,-1.5,-6,-2,-1,2,2,-5
Cc1ccc(NC(=O)CCNS(=O)(=O)c2ccc3c(c2)c(=O)n(C)c(=O)n3C)cc1C,4,1,10,-1.7,-7,0,-10,-12,1,-7
CCOC(=O)/C(C#N)=C1/C=CN(C)C=N1,-2,-1,9,-1.3,-11,0,-6,-17,7,-4
CCOc1cnc(-c2ccc(Cl)cc2)o1,-4,0,7,-0.9,-10,-4,2,2,2,-2
O=C(NCc1ccccc1Cl)C1CCCN1C(=O)NC1CCCCC1 (centres undefined),-2,-12,-18,-8.3,-19,-11,9,-14,1,/
CCOc1ccc(CC(=O)N/N=C/c2cccnc2)cc1OCC,-2,7,8,1.2,9,3,-3,/,8,4
CC1CN(C(=O)CS(=O)(=O)Cc2ccccc2)CC(C)O1 (centres undefined),2,12,2,-1.3,5,-4,2,-14,-5,5
CCN(CC)CCn1c(=N)n(CC(O)COc2cccc(C)c2)c2ccccc21 (centres undefined),3,-7,-9,-0.5,1,-3,-21,-1,16,11
COC(=O)c1ccc2c(c1)sc(=NC(=O)CCS(=O)(=O)c1ccccc1)n2C,/,/,-2,/,/,/,4,-6&2,-12,-6
Cc1cc(C)n(CC(=O)Nc2ccc([N+](=O)[O-])cc2)n1,-4,15,-7,-1.0,0,-6,-11,-2,0,-1
O=C(CCCCCN1C(=O)c2cccc([N+](=O)[O-])c2C1=O)Nc1ccccc1F,0,-9,3,1.0,-1,14,-2,-5,1,-1
c1ccc2cc(-c3csnn3)ccc2c1,-9,20,5,0.4,-7,1,5,-1,13,1
CC(=O)Nc1ccc(NC(=O)CN(C)S(=O)(=O)c2ccc3ccccc3c2)cc1,-2,10,16,-0.5,-2,2,-3,-14,15,-2
CC1(C)O[C@@H]2[C@H](O1)[C@@H](CO)O[C@H]2n1cnc2c(=O)[nH]cnc21,/,/,6,0.4,2,-5,0,3,-3,-2
CCN1C(=O)C(=C/C=C/c2ccco2)C(=O)N(CC)C1=S,-3,4,16,20,5,11,7,-5,-35,-109
Cc1ccc([N+](=O)[O-])cc1NC(=S)NC(=O)c1cccnc1,0,18,-15,-0.2,0,0,-14,-2,8,-10
COc1cc(NS(=O)(=O)c2cc3c(cc2C)NC(=O)CO3)cc(OC)c1,3,17,0,0.5,-2,-8,-2,-6,8,-14
Cc1sc2ncnc(NS(=O)(=O)c3ccc(Cl)cc3)c2c1C,/,/,8,-0.4,-3,-6,7,-12,-4,-5
Cc1cc(NC(=O)CSc2nnc(C3CC3)n2N)no1,1,21,-5,-0.9,-5,-2,5,1,-9,-1
COc1ccccc1/C=N/Nc1nc(C)cc(C)n1,0,9,-9,-1.5,?,-3,-2,i,11,9
O=C(COc1ccc(F)cc1)Nc1cc(Cl)ccc1-n1cncn1,/,/,1,?,?,?,-6,-13,-17,-1
COc1ccc(Cl)cc1NC(=O)C(C)Sc1nncn1C (centres undefined),2,21,7,-0.6,-22,1,-4,-4,-4,-3
CC1(C)CC(=O)C=C(c2ccc(F)cc2OCc2ccccc2)C1,/,/,-9,0.0,-4,-6,-3,-5,5,0
Cc1cc(C(=O)Nc2cc(C(F)(F)F)ccc2N2CCOCC2)no1,-3,5,15,0.1,7,0,4,-4,5,-8
CC(=O)NC1(c2cccc(F)c2)CCN(C(=O)Nc2ccc(C#N)cc2)CC1,4,-5,5,-0.3,-11,0,3,-8,6,2
O=C(/C=C/c1cccc(Oc2ccccc2)c1)N1CCOCC1,6,22,3,-2.2,-15,-3,5,-1,1,-4
CCc1cc2c(NC(Cc3ccccc3)C(=O)O)nc(C)nc2s1 (centres undefined),0,-3,-12,0.5,?,6,6,-3,9,-2
Cc1nc(SCC(=O)c2c(N)n(C3CC3)c(=O)[nH]c2=O)[nH]c(=O)c1CCO,/,/,3,2.2,5,-3,1,-10,-6,-5
O=C(O)C(Cc1ccccc1)N1CCS(=O)(=O)CC1 (centres undefined),3,26,-9,-0.2,-6,-5,-2,-13,9,7
CC/C(=N/Nc1cccc(Cl)c1)c1cnnc(SC)n1,0,8,9,0.2,-1,-2,2,/,10,-9
COC(=O)c1c(NC(=O)C(=O)NCC2CCCO2)sc2c1CC(C)(C)OC2 (centres undefined),0,8,3,/,/,/,-2,-1,3,4
CC(C)C(=O)NC(NC(=O)C(C)C)c1ccc([N+](=O)[O-])cc1,-1,-5,-7,-0.8,-5,-4,-9,3,1,6
O=C(CNCCCO)Nc1cc(C(F)(F)F)cc(NC(=O)CNCCCO)c1Cl,-2,0,8,-0.4,-8,-3,-2,-12,-9,-1
O=C(NC(=S)Nc1cccc([N+](=O)[O-])c1)c1ccccc1,0,14,-13,1.5,4,4,3,-6,1,-3
COc1ccc(C(=O)N(C(C)C)C(C)C)c(OC)c1,-1,16,3,-0.1,-5,1,-7,-8,4,2
COc1ccc(Cl)cc1NC(=O)CSc1nc2sccc2c(=O)[nH]1,-5,0,3,-0.1,3,-1,1,2,-2,-5
CC1=CC(=O)C=CC1=Nc1ccc(N(C)C)cc1,/,/,25,-1.4,-22,-23,-9,/,/,/
CS(=O)(=O)N1CCc2cc(-c3csc(NCC4CCCO4)n3)ccc21 (centres undefined),1,/,0,1.7,-12,-5,5,-5,-9,-15
Cc1ccc(NC(=O)NC2CCCCC2)cc1Cl,-2,2,-9,5.1,4,1,-2,-8,6,0
CCN(CC(=O)Nc1c(F)cccc1F)C(=O)CCCSc1nc2ccccc2[nH]1,/,/,1,0.2,-7,-1,-7,/,8,/
Brc1cccc(CNCCc2ccc3c(c2)OCO3)c1,8,15,1,1.5,?,-11,-5,1,2,10
CCCCn1c(N)c(N(CCOC)C(=O)c2cccc(S(=O)(=O)N(CC)c3ccccc3)c2)c(=O)[nH]c1=O,/,/,-3,1.5,-2,0,1,-7,-7,3
CCCCCCN(C(=O)CCCCCN1C(=O)NC(c2ccc(Cl)cc2)C(C(=O)OCc2ccccc2)=C1C)C(C(=O)NCCCC)c1ccc(OCC(=O)OC)c(C(=O)OC)c1 (centres undefined),1,12,22,/,/,/,-4,/,/,/

Following part
smiles,3CLpro inhibitor,DUSP3 inh,CCHFV vOTU inh,BoNT-A LC inh2,BoNT-F LC inh,Anthrax LF prot,PrPC surface inh,PriA SSB inh,MazF activator,Rv3671c protease
COC(=O)c1ccc(NCC(=O)c2ccccc2)cc1,2,10,1,0.5,0,-4,5,-7,1,-4
Cc1sc2nc(CSCC(=O)NC3CCCCC3)[nH]c(=O)c2c1C,/,/,12,/,/,/,2,1,-3,8
CC(=O)NC(c1ccccc1)c1nc(-c2cncnc2)cs1 (centres undefined),/,/,-6,0.4,3,-1,-2,/,/,/
COCCN1C(=O)c2oc3cc(C)c(C)cc3c(=O)c2C1c1ccc(O)cc1 (centres undefined),-1,/,-9,0.5,6,-1,6,-11,4,4
CC1CCN(C(C(=O)NC2CCCCC2)c2cc3c(cc2[N+](=O)[O-])OCO3)CC1 (centres undefined),-3,46,-8,0.7,8,-2,10,6,-4,-3
COc1ccc(NS(=O)(=O)c2ccc3c(c2)N(C(C)=O)CCO3)cc1,-4,32,7,-0.1,2,1,-2,-14,-29,-7
Cc1cc(C(F)(F)F)nc(SCC(=O)Nc2cc(C)on2)n1,0,15,-3,0.6,4,-8,-1,-10,-12,8
CC(=O)c1ccc(N2CCN(C(=S)NCc3ccco3)CC2)cc1,4,14,8,-1.0,-3,-4,-6,3,1,-4

One compound at a time, as listed above:
Listed for `COC(=O)c1ccc(NCC(=O)c2ccccc2)cc1` → 3CLpro inhibitor: 2; DUSP3 inh: 10; CCHFV vOTU inh: 1; BoNT-A LC inh2: 0.5; BoNT-F LC inh: 0; Anthrax LF prot: -4; PrPC surface inh: 5; PriA SSB inh: -7; MazF activator: 1; Rv3671c protease: -4
Listed for `COc1ccc(NS(=O)(=O)c2ccc3c(c2)N(C(C)=O)CCO3)cc1` → 3CLpro inhibitor: -4; DUSP3 inh: 32; CCHFV vOTU inh: 7; BoNT-A LC inh2: -0.1; BoNT-F LC inh: 2; Anthrax LF prot: 1; PrPC surface inh: -2; PriA SSB inh: -14; MazF activator: -29; Rv3671c protease: -7

Later entries.
smiles,3CLpro inhibitor,DUSP3 inh,CCHFV vOTU inh,BoNT-A LC inh2,BoNT-F LC inh,Anthrax LF prot,PrPC surface inh,PriA SSB inh,MazF activator,Rv3671c protease
Cc1noc(C)c1-c1ccc(C(=O)NCCN2CCOCC2)c2occc12,/,/,-7,-0.6,-4,-5,-3,/,/,/
COc1ccc(-c2nn(-c3ccccc3)cc2C(=O)N(C)CC(=O)Nc2ccccc2Br)cc1,/,/,-7,-0.8,-10,-2,-4,0,-2,/
CSc1ncc(CN2CCCC(C(=O)Nc3ccc(-c4ccco4)cc3)C2)cn1 (centres undefined),-3,10,-10,-1.0,-2,-4,12,2,8,-10
COc1ccc2oc(C(=O)NN3C(C)CCCC3C)c(C)c2c1 (centres undefined),2,34,1,-1.6,0,-1,-2,6,2,6
S=c1[nH]nc(COc2ccccc2)n1-c1ccccc1,0,2,12,-0.1,2,-1,10,10,-2,-15
O=C(c1ccc2c3c(cccc13)CC2)C1CCCN(C(=O)c2ccc(=O)[nH]c2)C1 (centres undefined),4,-1,-21,0.0,-7,-2,-2,-2,12,5

Screening results deposited in PubChem by several laboratories.

An excerpt; the hit share may differ from the screen's.
